AGP1-GFP MLPCN – modulators of AGP1-GFP expression in yeast TOR pathway, primary screen, cell-based, multiplex flow cytometry, S. cerevisiae, MLPCN library. 3 h; GFP as percent of DMSO wells. 320,000 tested, 0.02% active. GFP response vs DMSO, % at 10 µM. AID 2066, 2009;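 active = GFP response relative to DMSO above a set limit, near screen average plus 3 SD, cut at about 150% in these data; inconclusive = fewer than 70 cells counted for the yeast strain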;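 note: median GFP channel fluorescence of the gated AGP1 strain per well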
Yeast superoxide – reduction of superoxide in aged yeast, primary screen, HTS; S. cerevisiae aged cells, superoxide DHE fluorescence; active compounds read low; superoxide response (% of plate mean), % at 10 µM; 330,000 tested, 0.18% active;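 active = superoxide response under a set limit, about three screen SD below normal, cut at about 65% in these data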;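 note: yeast aged for seven days with compound at 30 °C before DHE staining; 100% = average MFI of all compound-treated wells on the plate with controls excluded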
GRK2 aptamer HTS – compounds blocking aptamer binding on GRK2 – biochemical, human GRK2, bead flow cytometry, HTS, primary screen; Beta-adrenergic receptor kinase 1 (Homo sapiens), P25098; inhibition of aptamer binding, % at 10 µM; FAM-aptamer displacement from GRK2; 330,000 tested, 0.59% active;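 active = inhibition of aptamer binding above 40%, roughly 3 SD of noise, on plates passing a quality check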;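 note: median bead fluorescence of bound FAM aptamer so fluorescent compounds give negative values; no value below 0 was filed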
LAP4-GFP MLPCN – modulators of LAP4-GFP expression in yeast, primary screen, S. cerevisiae, multiplex flow cytometry, MLPCN library; 320,000 tested, 0.34% active; 3 h; median GFP as percent of DMSO wells; AID 2023, 2009; GFP response vs DMSO, % at 10 µM;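 active = GFP response vs DMSO above a set limit, about the screen mean plus 3 SD, cut at about 150% in these data; inconclusive = under 70 cell events counted for the yeast strain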
VLA-4 inh – inhibition in human VLA-4 binding assay, primary screen, VLA-4 allosteric modulator project, MLPCN library, flow cytometry, VLA-4 expressing cells | Integrin alpha-4 (Homo sapiens), P13612 | ligand binding flow cytometry | inhibition, % (about 7 µM as worked out from the volumes in the protocol) | 330,000 tested, 0.2% active; in the data active = inhibition above about 50%
Target sequence (P13612 whole entry, looked up): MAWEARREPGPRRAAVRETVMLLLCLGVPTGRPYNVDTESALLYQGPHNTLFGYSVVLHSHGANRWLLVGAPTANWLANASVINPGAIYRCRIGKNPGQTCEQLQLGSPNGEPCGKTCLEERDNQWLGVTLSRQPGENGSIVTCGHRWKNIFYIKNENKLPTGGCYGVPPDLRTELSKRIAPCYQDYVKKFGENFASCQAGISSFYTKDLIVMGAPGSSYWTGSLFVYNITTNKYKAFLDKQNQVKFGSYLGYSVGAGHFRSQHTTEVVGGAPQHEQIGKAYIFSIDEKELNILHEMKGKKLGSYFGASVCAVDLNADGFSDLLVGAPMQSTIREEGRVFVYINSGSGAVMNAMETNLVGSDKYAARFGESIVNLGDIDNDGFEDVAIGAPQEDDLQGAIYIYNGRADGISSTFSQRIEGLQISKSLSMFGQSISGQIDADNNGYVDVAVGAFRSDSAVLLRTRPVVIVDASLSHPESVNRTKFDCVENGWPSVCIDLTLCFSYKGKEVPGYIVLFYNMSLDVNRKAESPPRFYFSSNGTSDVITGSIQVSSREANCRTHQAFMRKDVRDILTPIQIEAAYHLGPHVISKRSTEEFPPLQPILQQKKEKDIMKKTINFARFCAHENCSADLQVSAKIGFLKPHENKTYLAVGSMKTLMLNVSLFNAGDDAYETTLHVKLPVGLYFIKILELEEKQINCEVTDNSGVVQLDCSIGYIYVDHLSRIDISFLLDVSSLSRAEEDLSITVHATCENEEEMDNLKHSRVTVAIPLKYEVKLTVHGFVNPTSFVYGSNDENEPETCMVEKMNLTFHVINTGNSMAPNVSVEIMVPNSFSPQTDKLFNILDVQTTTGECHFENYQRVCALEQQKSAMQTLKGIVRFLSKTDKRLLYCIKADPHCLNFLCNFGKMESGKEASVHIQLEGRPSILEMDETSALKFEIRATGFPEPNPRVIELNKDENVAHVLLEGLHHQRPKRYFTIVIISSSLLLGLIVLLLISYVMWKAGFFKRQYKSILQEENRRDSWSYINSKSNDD
CIT2-GFP yeast – modulators of CIT2-GFP expression in yeast, primary screen, S. cerevisiae, GFP fusion, multiplex flow cytometry, MLPCN library; S. cerevisiae CIT2-GFP strain, 3 h; 100 means same as DMSO wells; GFP response vs DMSO, % at 10 µM; 320,000 tested, 0.065% active;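 active = GFP response relative to DMSO above a set limit, near the screen mean plus 3 SD, cut at about 150% in these data; inconclusive = Fewer than 70 cells measured for a yeast strain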;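 note: ratio of well median GFP fluorescence to mean of DMSO wells on the plate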
MEP2 TOR yeast – modulators of MEP2-GFP levels in yeast, primary screen, S. cerevisiae, multiplex flow cytometry, MLPCN library; AID 2016, 2009; S. cerevisiae MEP2-GFP strain, 3 h; 100% = DMSO control level; GFP response vs DMSO, % at 10 µM; 330,000 tested, 0.51% active;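 active = GFP response versus DMSO above a set limit, roughly screen mean plus 3 SD, cut at about 180% in these data; inconclusive = fewer than 70 cells counted for a yeast strain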;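 note: median GFP fluorescence of the barcode-gated MEP2-GFP cells per well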
RPL19A-GFP yeast – RPL19A-GFP expression modulators in yeast, primary screen, cell-based, S. cerevisiae, multiplex flow cytometry, MLPCN; S. cerevisiae RPL19A-GFP strain, 3 h; active compounds read low; percent response vs DMSO, % at 10 µM; 330,000 tested, 0.3% active; AID 2025, 2009;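 active = percent response vs DMSO below 50%; inconclusive = fewer than 70 events counted for the yeast strain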;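 note: median channel GFP fluorescence of the barcoded RPL19A-GFP strain; ratio of sample median GFP to plate DMSO average so 100% = DMSO; lower means less RPL19A-GFP as with rapamycin TOR inhibition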
The depositor's hits bear a star; u = inconclusive; x = no result given; [ ] = another dose, or the depositor's remark. Outcome played no part in choosing rows, and some 1.7% of all compounds hit somewhere here.

SMILES | AGP1-GFP MLPCN | Yeast superoxide | GRK2 aptamer HTS | LAP4-GFP MLPCN | VLA-4 inh | CIT2-GFP yeast | MEP2 TOR yeast | RPL19A-GFP yeast
Cc1ccc(S(=O)(=O)N(C)C)cc1NC(=O)c1c(-c2c(F)cccc2Cl)noc1C | 105 | 109 | 1 | 109 | 20 | 97 | 97 | 100
COc1ccc(CC(C)CC(=O)Nc2ccc(OC)cc2)cc1 (stereo not drawn) | 95 | 106 | 0 | 98 | 2 | 89 | 92 | 95
Cc1ccc(C)c2[nH]c(=O)c(CN(Cc3ccco3)C(=O)Nc3ccccc3)cc12 | 102 | 95 | 0 | 100 | -7 | 98 | 102 | 100
O=c1c2cc(-c3ccccc3)sc2nc2n1CCC2 | 93 | 90 | 0 | 92 | 26 | 109 | 124 | 95
CC(C)c1ccc(N(CC(=O)NCC2CCCO2)C(=O)CCC(=O)Nc2nccs2)cc1 (stereo not drawn) | 100 | 99 | 0 | 95 | 16 | 103 | 107 | 99
CC(OC(=O)c1ccc2ccccc2c1)C(=O)N(C)Cc1ccccc1 (stereo not drawn) | 101 | 83 | 1 | 109 | 11 | 93 | 104 | 100
Cc1cccn2c(=O)c3cc(C(=O)NCCc4ccccc4)c(=N)n(CCCn4ccnc4)c3nc12 | x | 117 | 4 | 84 | 6 | 95 | 208* | 51
Cc1cccc(N2CCN(C(c3ccccc3)c3nnnn3CC3CCCO3)CC2)c1C (stereo not drawn) | 101 | 108 | 0 | 98 | 15 | 97 | 97 | 95
O=C(Nc1ccc(Br)cc1)c1ccccc1Br | 97 | 96 | 3 | 86 | 9 | 101 | 105 | 108
CC(NC(=O)CCCCCNC(=O)N1CCn2c1nc1ccccc12)c1ccccc1 (stereo not drawn) | 98 | 90 | 5 | 87 | 8 | 98 | 101 | 101
O=C(CC(c1ccco1)C1CCCCC1=O)c1ccco1 (stereo not drawn) | 98 | 104 | 0 | 106 | -4 | 100 | 99 | 98
Cc1cc(NC(=O)C23CC4CC(C2)CC(n2cnc([N+](=O)[O-])n2)(C4)C3)no1 | 101 | 110 | 0 | 107 | 0 | 98 | 103 | 105
Cc1cc(C)c(C)c(OCC(=O)NCCN(C)C)c1 | 111 | 99 | 0 | 111 | 9 | 110 | 109 | 110
COc1ccc(-c2nc3oc4cc(OC)ccc4c(=O)c3c(=O)n2Cc2ccco2)cc1 | 110 | 92 | 0 | 89 | -10 | 107 | 98 | 105
Cc1cccc(C(=O)OCC(=O)Nc2nccs2)c1 | 104 | 110 | 4 | 105 | 1 | 99 | 108 | 103
COC(=O)CCC(=O)OC1(C)C(=O)C=C2C=C(C3CC3)N(CCc3c[nH]c4ccccc34)C=C2C1=O (stereo not drawn) | 105 | 92 | 2 | 92 | -4 | 99 | 99 | 101
Cc1nn(CC(=O)Nc2ccc3nc4n(c(=O)c3c2)CCCC4)c(C)c1[N+](=O)[O-] | 95 | 90 | 5 | 92 | -1 | 92 | 109 | 98
Cc1nc(CNC(=O)c2cc(COc3ccc(F)cc3Cl)on2)cs1 | 105 | 92 | 1 | 106 | 12 | 101 | 106 | 107
C=CCOC(=O)C(=O)/C=C/c1coc2ccccc2c1=O | 18[may fluoresce violet] | 103 | 3 | 127[may fluoresce violet] | 8 | u | 163[may fluoresce violet] | 94[may fluoresce violet]
O=C(COC(=O)CNS(=O)(=O)c1cccc(Br)c1)NC(=O)Nc1ccc2c(c1)OCCO2 | 95 | 103 | 0 | 96 | 15 | 88 | 95 | 94
COc1ccc(S(=O)(=O)N(CC(=O)N2CCN(C)CC2)c2ccccc2)cc1OC | 118 | 92 | 0 | 117 | 7 | 108 | 108 | 116
Cc1ccccc1CN1C(=O)/C(=C\c2ccc(C(=O)NCCN3CCOCC3)cc2)Sc2ccccc21 | 101 | 87 | 0 | 96 | 4 | 103 | 94 | 98
CCC(=O)Oc1ccc2c(C)cc(=O)oc2c1C | 105 | 99 | 3 | 105 | -2 | 100 | 100 | 98
COc1ccccc1S(=O)(=O)Cc1ccc(C(=O)NCc2ccccc2)o1 | 105 | 133 | 2 | 104 | 12 | 104 | 109 | 106
Cc1cccc(N(CC(=O)Nc2ccccc2F)S(C)(=O)=O)c1 | 100 | 94 | 3 | 101 | 37 | 95 | 102 | 101
CCN1CCc2nc3sc(C(=O)Nc4cccnc4Cl)c(N)c3cc2C1 | 81 | 96 | 4 | 105 | -30 | 90 | 102 | 97
COC(=O)[C@]1(Cc2ccccc2)N[C@H](CN(C)C(=O)Nc2ccc(C(F)(F)F)cc2)[C@@H]2C(=O)N(C)C(=O)[C@@H]21 | 85 | 85 | 1 | 90 | -13 | 88 | 94 | 89
CCOc1cc(/C=C2\SC(=S)N(NS(=O)(=O)c3ccccc3)C2=O)ccc1O | 97 | 104 | 0 | 85 | -76 | 100 | 102 | 102
O=C1NCCN/C1=C\C(=O)c1ccc(Br)cc1 | 107 | 106 | 1 | 106 | -2 | 102 | 110 | 109
CC1=CCC2C(=O)N(c3nc(C)cc(C)n3)C(=O)C2C1 (stereo not drawn) | 97 | 100 | 7 | 97 | 11 | x | 112 | 93
O=C(COC(=O)C1CCC(=O)N1)Nc1cc(Cl)ccc1Cl (stereo not drawn) | 104 | 101 | 5 | 99 | 2 | 101 | 106 | 103
CCCN(C(=O)Cn1ncc2c(=O)oc3ccccc3c21)c1cccc(C)c1 | 97 | 112 | 6 | 100 | 15 | 96 | 101 | 109
CN(C(=O)c1cc([N+](=O)[O-])ccc1N1CCCC1)C1CCCCC1 | 106 | 111 | 1 | 101 | -9 | 96 | 95 | 101
COc1ccccc1CCNC(=O)/C(=C/c1cccnc1)NC(=O)c1ccccc1 | 89 | 109 | 0 | 102 | 6 | 94 | 100 | 99
Cc1csc(SCC(=O)Nc2cccc(S(=O)(=O)N3CCCC3)c2)n1 | 94 | 114 | 2 | 100 | 7 | 101 | 103 | 103
COc1ccc(CCNC(=O)C2CCC(=O)N2Cc2ccccc2Cl)cc1OC (stereo not drawn) | 98 | 105 | 0 | 93 | 15 | 103 | 104 | 101
Cc1ccc(S(=O)(=O)NN2C(=O)c3ccccc3NC2c2ccccn2)cc1 (stereo not drawn) | 108 | 88 | 9 | 106 | 1 | 116 | 104 | 100
CCCCNc1c(N2CCN(C(=O)OCC)CC2)c(=O)c1=O | 100 | 93 | 0 | 98 | -8 | 93 | 90 | 99
COC(=O)C1=C(C)N(Cc2ccccc2)C(=O)N[C@H]1c1cccc(F)c1 | 81 | 91 | 0 | 106 | 2 | 80 | 86 | 94
O=C(CN1CCN(c2ccccc2)CC1)Nc1ccc(-n2cnnn2)cc1 | 100 | 109 | 0 | 98 | -12 | 103 | 99 | 99
CN(CCc1ccccn1)C(=O)Nc1cccc(Cl)c1 | 105 | 82 | 0 | 93 | -1 | 108 | 98 | 105
O=C(NCc1ccc(F)cc1)c1c(O)c2cccc3c2n(c1=O)CCC3 | 102 | 100 | 0 | 92 | 25 | 102 | 97 | 97
CCCC(C(=O)NC1CCCC1)N(Cc1ccccc1Cl)C(=O)c1snc(C(N)=O)c1N (stereo not drawn) | 96 | 89 | 2 | 90 | 15 | 95 | 96 | 98
O=C1CCSc2cccc3cccc(c23)N1 | 100 | 102 | 0 | 97 | -7 | 98 | 99 | 95
Cc1ccc(OCCN2CCCCCC2)c(C)c1 | 85 | 82 | 0 | 88 | 5 | 92 | 92 | 86

The final 2 records of the part above are carried over, then new ones follow.
SMILES | AGP1-GFP MLPCN | Yeast superoxide | GRK2 aptamer HTS | LAP4-GFP MLPCN | VLA-4 inh | CIT2-GFP yeast | MEP2 TOR yeast | RPL19A-GFP yeast
O=C1CCSc2cccc3cccc(c23)N1 | 100 | 102 | 0 | 97 | -7 | 98 | 99 | 95
Cc1ccc(OCCN2CCCCCC2)c(C)c1 | 85 | 82 | 0 | 88 | 5 | 92 | 92 | 86
O=S(=O)(c1ccc2ccccc2c1)N1CCc2ccccc21 | 104 | 100 | 0 | 99 | -12 | 106 | 98 | 103
COc1ccc(N(CC(=O)Nc2cccc(C)c2)S(=O)(=O)c2ccc(C)cc2)cc1OC | 95 | 107 | 0 | 91 | 10 | 94 | 129 | 98
O=c1c2cn[nH]c2nc(SCc2ccc3c(c2)OCCO3)n1-c1ccccc1 | 105 | 109 | 0 | 101 | -18 | 111 | 107 | 103
Cc1ccnc(NS(=O)(=O)c2ccc(N3C(=O)c4c(Cl)c(Cl)c(Cl)c(Cl)c4C3=O)cc2)n1 | 103 | 100 | 4 | 89 | 8 | 101 | 104 | 104
CC1CCCC(C)N1CCNC(=O)CCn1nc(-c2ccccc2)ccc1=O (stereo not drawn) | 93 | 107 | 1 | 96 | -11 | 92 | 88 | 95
Cc1csc(NC(=O)c2ccccc2C(=O)O)n1 | 101 | 100 | 2 | 93 | 1 | 103 | 94 | 98
COc1cccc(N2CC(=O)N(NC(=O)CSc3nc(C)cc(C)c3C#N)CC2=O)c1 | 98 | 105 | 0 | 97 | 1 | 106 | 107 | 102
COc1ccc(C(C(O)C(=O)c2c[nH]c3ccccc23)N2CCN(c3ccc(OC)cc3)CC2)cc1 (stereo not drawn) | 98 | 109 | 3 | 98 | 6 | 100 | 104 | 98
CC1CC1C(=O)OCC(=O)Nc1ccc2[nH]c(=O)[nH]c2c1 (stereo not drawn) | 98 | 92 | 0 | 92 | 19 | 104 | 107 | 104
CCC(=O)Nc1nnc(CCc2ccccc2)s1 | 96 | 84 | 1 | 91 | 23 | 92 | 102 | 98
CC(NC(=O)COC(=O)Cn1cnc2ccccc2c1=O)C1CC2CCC1C2 (stereo not drawn) | 93 | 113 | 4 | 93 | 4 | 103 | 100 | 97
O=C1CC(SC(=Nc2ccccc2)Nc2ccccc2)C(=O)N1c1cccc2ccccc12 (stereo not drawn) | 95 | 104 | 3 | 102 | -5 | 95 | 98 | 97
c1ccc(Cn2ncc3c(N4CCN(C(c5ccccc5)c5ccccc5)CC4)ncnc32)cc1 | 107 | 98 | 2 | 110 | -12 | 109 | 108 | 111
COC(=O)c1c(C)cc(C)n2c1nc1ccccc12 | 107 | 101 | 17 | 99 | -7 | 101 | 104 | 101
COc1ccccc1NS(=O)(=O)c1cc(NC(=O)c2cc3ccccc3oc2=O)ccc1C | 107 | 101 | 0 | 102 | x | 100 | 109 | 104
CC(C)c1ccc(-c2cc(C(=O)NN3CCN(C)CC3)c3ccccc3n2)cc1 | 96 | 103 | 33 | 93 | -3 | 98 | 96 | 99
CCn1c(CN2CCOCC2)nnc1SCC(=O)Nc1ccc(C(C)=O)cc1 | 107 | 102 | 2 | 110 | 1 | 113 | 109 | 113
COc1ccc([C@@H]2CC=C(C(=O)O)[C@H](c3ccc(F)cc3)N2S(=O)(=O)c2ccc(Cl)cc2)cc1 | 80 | 106 | 2 | 127 | -3 | 102 | 87 | 95
CCC(C)Sc1ccc(-c2nc3ccc(C)cn3c2NC2CCCCC2)cc1 (stereo not drawn) | 90 | 113 | 1 | 113 | -68 | 115 | 96 | 109

Screens as filed in PubChem.
